FXIa inh 1536: factor XIa (human) inhibition; inhibition, % at 5 µM; purified FXIa, Boc-Glu-Ala-Arg-AMC fluorogenic substrate; 220,000 compounds, 0.14% hits; P03951; AID 798;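 active = inhibition of at least 40%; inactive = inhibition below 40%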;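 also: fluorescence of freed AMC excited at 355 nm; 0% = enzyme without compound and 100% = no enzyme blank; many of its hits are not listed in these tables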
Runt-SMMHC FRET: Runt domain-CBFb-SMMHC interaction inhibition; inhibition, % at 20 µM; 220,000 compounds, 0.74% hits; AID 1434; Cerulean-Runt/Venus-CBFb-SMMHC FRET ratio 530/480, 1 h;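 active = mean inhibition across duplicate retests at 20 µM reaching about 50%, limit read from the data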;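 also: 0% = DMSO wells and 100% = wells with excess untagged CBFb-SMMHC; inhibitors lower the FRET ratio by blocking Runt binding to CBFb-SMMHC; some results filed as inactive read as strong as hits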
Runt-CBFb FRET: blocks binding of human RUNX1 Runt domain to CBFb; Q01196+Q13951; Cerulean-Runt/Venus-CBFb FRET ratio 530/480, 1 h; inhibition, % at 20 µM; 220,000 compounds, 0.46% hits; AID 1496;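 active = inhibition over about 50% at 20 µM in the single-dose screen, limit read from the data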;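 also: 0% = DMSO wells and 100% = excess unlabeled CBFb competitor control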
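test system = Cerulean-tagged RUNX1 Runt domain (FRET donor) fusion protein | reagent = Venus-CBFb binding partner, 100 nM | incubation = protein complex preformed 1 h, compound exposure 1 h, room temperature, dark | detection = FRET fluorescence | read-out basis = loss of energy transfer signal | controls = 5 µM unlabeled CBFb as full-inhibition high control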
thrombin 1536: thrombin (human) inhibition. alpha-thrombin, Boc-VPR-AMC fluorogenic substrate cleavage. AID 1046. P00734. 220,000 compounds, 0.26% hits. inhibition, % at 5 µM;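 active = inhibition at or above 40%; inactive = inhibition below 40%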;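 also: 0% = enzyme with no compound and 100% = wells without enzyme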
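Test system: human alpha-thrombin protein / Dosing: one concentration per compound, 5 µM, with 0.2% DMSO / Medium: pH 7.5 Tris-saline with Tween 20 / Benchmarks: no-compound enzyme wells and no-enzyme blanks / Read-out basis: percent inhibition of thrombin substrate cleavage / Timing: reaction at room temperature / Measured by: fluorescence, ex 355 nm, em 460 nm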
Hck Nef HTS: inhibitors of human Hck kinase activated by Nef; Recombinant Hck-YEEI plus Nef, Z-Lyte FRET kinase assay; inhibition, % at 20 µM; P08631; 220,000 compounds, 0.68% hits; AID 463187;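 active = Hck-Nef kinase inhibition above about 50%, limit read from the data; inactive = inhibition below that limit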;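 also: 0% = DMSO with Hck plus Nef and 100% = Hck alone without Nef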
hK5 inh: blocks human kallikrein 5 protease activity. Q9Y337. recombinant hK5, fluorogenic AMC substrate cleavage. inhibition, % at 5 µM. 210,000 compounds, 0.59% hits. AID 873;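 active = inhibition of 40% or more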;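 also: 0% = enzyme controls without compound and 100% = no-enzyme blanks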
Target sequence (Q9Y337 67-293 limits assumed): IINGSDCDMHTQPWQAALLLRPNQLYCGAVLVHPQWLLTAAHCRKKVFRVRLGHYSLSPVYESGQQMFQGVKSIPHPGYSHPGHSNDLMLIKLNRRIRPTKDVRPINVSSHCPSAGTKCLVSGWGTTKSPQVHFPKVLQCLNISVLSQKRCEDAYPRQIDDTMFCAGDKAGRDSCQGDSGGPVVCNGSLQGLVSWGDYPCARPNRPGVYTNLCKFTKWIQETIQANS
14-3-3 Bad PPI: disrupts binding of bovine 14-3-3 zeta to phospho-Bad peptide; P63103; TR-FRET 14-3-3zeta/Dy647-pBad peptide displacement, 1 h; inhibition, % at 21.7 µM; 220,000 compounds, 0.71% hits;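 active = inhibition above about 70%, limit read from the data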;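 also: 0% = full 14-3-3 plus peptide FRET controls and 100% = background without 14-3-3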
FXIIa inh 1536: blocks human coagulation factor XIIa protease activity. P00748. purified FXIIa, Boc-QGR-AMC fluorogenic substrate, 2 h. inhibition, % at 5 µM. 220,000 compounds, 0.3% hits; in the data active = inhibition above about 40%;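 also: 0% = enzyme with no compound and 100% = blank without enzyme; many of its hits are not listed in these tables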
Target sequence (P00748 20-372 limits assumed): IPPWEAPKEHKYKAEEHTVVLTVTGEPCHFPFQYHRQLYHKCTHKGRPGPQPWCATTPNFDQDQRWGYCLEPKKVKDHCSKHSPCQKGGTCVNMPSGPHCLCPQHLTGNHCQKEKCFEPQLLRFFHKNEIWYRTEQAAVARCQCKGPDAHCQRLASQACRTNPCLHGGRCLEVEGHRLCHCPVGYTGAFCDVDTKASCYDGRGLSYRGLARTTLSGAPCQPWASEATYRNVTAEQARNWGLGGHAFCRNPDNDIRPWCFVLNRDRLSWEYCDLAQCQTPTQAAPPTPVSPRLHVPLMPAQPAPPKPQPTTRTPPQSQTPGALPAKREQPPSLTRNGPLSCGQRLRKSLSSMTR
Target sequence (P00748 373-615 limits assumed): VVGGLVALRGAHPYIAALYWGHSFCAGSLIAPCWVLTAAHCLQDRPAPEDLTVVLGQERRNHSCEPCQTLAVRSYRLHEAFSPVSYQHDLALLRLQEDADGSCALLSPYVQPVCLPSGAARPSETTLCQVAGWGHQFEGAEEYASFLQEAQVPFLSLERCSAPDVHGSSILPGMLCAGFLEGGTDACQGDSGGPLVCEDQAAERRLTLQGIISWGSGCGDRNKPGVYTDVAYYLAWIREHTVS
Wee1 degr inh: human Wee1 degradation inhibition, primary screen; 220,000 compounds, 1.2% hits; HeLa Luc-Wee1K328M stability, luciferase luminescence; 100% = proteasome inhibitor MG132 effect; P30291; AID 1321; reporter increase, % at 5 µM;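 active = activation above the mean of all tested compounds plus 3 SD, set per screening run, cut at about 8.8% in these data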;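 also: cells exposed to compound for 20 h before luminescence read; 0% = DMSO alone and 100% = MG132 at 30 µM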
The depositor's hits bear a star; nt = no result given; [ ] = dose if it differs, or a comment. Compounds were not picked by outcome. Share with any hit: about 4.2%.

#1 CC(Sc1nc2nn(-c3ccccc3)c(=O)c-2c2n1CCCCC2)C(N)=O (stereo not drawn)
#2 Nc1nc(-c2nonc2N)no1
#3 O=C(Nc1ncc(Cc2ccc(C(F)(F)F)cc2)s1)c1ccc(-c2cccc([N+](=O)[O-])c2)o1
#4 Cc1ccc(OCC(=O)NNC(=O)C2CCN(c3ncccn3)CC2)cc1
#5 CCOc1cc(CN2CCN(C(=O)c3ccco3)CC2)ccc1OC
entry no.	1	2	3	4	5
FXIa inh 1536	2	-1	10	-8	-8
Runt-SMMHC FRET	3	-1	6	2	-1
Runt-CBFb FRET	1	0	1	1	1
thrombin 1536	-1	0	-3	0	-4
Hck Nef HTS	0	-2	0	0	-10
hK5 inh	-8	13	-7	-11	-12
14-3-3 Bad PPI	-1	-6	2	-9[fluorescence artefact?]	61
FXIIa inh 1536	14	8	9	2	6
Wee1 degr inh	1	2	-2	-1	7

#6 Cc1noc(/C=C/c2ccco2)c1S(=O)(=O)N1CCC(C(=O)NC(C)c2ccccc2)CC1 (stereo not drawn)
#7 COc1ccc(C)cc1NC(=O)c1ccc2c(SCC(=O)O)c3c(nc2c1)CCCC3
#8 CCc1cc2c(=O)n3c(nc2s1)-c1[nH]c2ccc(OC)cc2c1CC3
#9 CCOc1cccc(CNc2ccc(O)cc2)c1OCc1ccc(Cl)cc1
#10 CCOC(=O)C1C(=O)N(O)CC1c1cccc(Oc2ccccc2)c1 (stereo not drawn)
entry no.	6	7	8	9	10
FXIa inh 1536	0	-5	6	6	-3
Runt-SMMHC FRET	-6	-5	-56	-10	2
Runt-CBFb FRET	0	-1	-22	4	4
thrombin 1536	-1	-4	3	1	-11
Hck Nef HTS	0	21	28	-2	15
hK5 inh	-14	-8	-8	-19	-10
14-3-3 Bad PPI	-1	-7	11	-3	-13
FXIIa inh 1536	14	10	9	20	1
Wee1 degr inh	3	1	6	-3	-2

#11 CC(C)N(C(=O)COC(=O)c1cncc(Br)c1)C(C)C
#12 O=C(NN1C(=O)c2ccccc2NC1c1ccco1)c1ccc([N+](=O)[O-])cc1 (stereo not drawn)
#13 C[C@@H](c1ncncc1F)[C@](O)(Cn1cncn1)c1ccc(F)cc1F
#14 COc1cc(C(=O)NCc2nnc(SCC(=O)Nc3cccc(C)c3)o2)cc(OC)c1OC
#15 CC1(C)Cc2nc3oc4c(=O)n(CC(=O)Nc5ccccc5)cnc4c3cc2CO1
entry no.	11	12	13	14	15
FXIa inh 1536	-7	3	nt	0	4
Runt-SMMHC FRET	-1	2	-2	1	-1
Runt-CBFb FRET	0	1	-1	2	1
thrombin 1536	-9	-1	nt	0	-4
Hck Nef HTS	1	-4	nt	-1	1
hK5 inh	-8	1	nt	7	-6
14-3-3 Bad PPI	4	-5	0	-2[fluorescence artefact?]	-11[fluorescence artefact?]
FXIIa inh 1536	-4	3	nt	3	10
Wee1 degr inh	-1	-2	-2	-3	0

#16 COC(=O)c1cn(NC(=O)CCC2CCCC2)c(=O)c2ccccc12
#17 COc1ccc(CCNC(=O)Cn2cc(C(F)(F)F)cc(Cl)c2=O)cc1OC
#18 COC(=O)CC1C(=O)NCCN1C(=S)NC(=O)c1ccccc1[N+](=O)[O-] (stereo not drawn)
#19 Cc1c(Cc2ccccc2)c(=O)oc2c(C)c(OCC(=O)Nc3ccc(C#N)cc3)ccc12
#20 CCOc1ccccc1C(=O)NC(C)c1ccc2c(c1)OCO2 (stereo not drawn)
entry no.	16	17	18	19	20
FXIa inh 1536	-7	5	2	10	-1
Runt-SMMHC FRET	-8	1	4	2	4
Runt-CBFb FRET	1	2	4	-1	1
thrombin 1536	4	-3	-12	9	-3
Hck Nef HTS	3	1	2	6	4
hK5 inh	-19	-21	-10	-1	0
14-3-3 Bad PPI	-5	-26	1	-8	7
FXIIa inh 1536	6	8	13	-4	6
Wee1 degr inh	1	0	3	3	-2

#21 CSc1cccc(NC(=O)C2CCN(S(C)(=O)=O)CC2)c1
#22 Cc1ccc(C)c(-c2nn(-c3cc(N4CCN(CCO)CC4)ccc3[N+](=O)[O-])c(=O)c3ccccc23)c1
#23 O=C(c1ccco1)N1CCN(Cc2cn[nH]c2-c2ccc(F)cc2F)CC1
#24 O=C(NCc1ccccn1)C1CC(c2ccc(F)cc2)=NO1 (stereo not drawn)
#25 c1ccc(C2[C@H]3CN(Cc4cccnc4)[C@H](c4ccccc4)C34CC2(c2cccnc2)C4)cc1 (stereo partly drawn)
entry no.	21	22	23	24	25
FXIa inh 1536	1	2	-5	-10	0
Runt-SMMHC FRET	6	-7	1	1	2
Runt-CBFb FRET	1	-2	1	-2	1
thrombin 1536	-2	0	-13	-13	-2
Hck Nef HTS	7	7	16	-2	28
hK5 inh	2	5	-4	-3	0
14-3-3 Bad PPI	1[fluorescence artefact?]	2	-13	-3	-2
FXIIa inh 1536	8	14	0	-20	7
Wee1 degr inh	3	-1	3	-1	nt

An excerpt of these results, as a markdown table:
| # | SMILES | FXIa inh 1536 | Runt-SMMHC FRET | Runt-CBFb FRET | thrombin 1536 | Hck Nef HTS | hK5 inh | 14-3-3 Bad PPI | FXIIa inh 1536 | Wee1 degr inh |
| --- | --- | --- | --- | --- | --- | --- | --- | --- | --- | --- |
| 21 | CSc1cccc(NC(=O)C2CCN(S(C)(=O)=O)CC2)c1 | 1 | 6 | 1 | -2 | 7 | 2 | 1[fluorescence artefact?] | 8 | 3 |
| 22 | Cc1ccc(C)c(-c2nn(-c3cc(N4CCN(CCO)CC4)ccc3[N+](=O)[O-])c(=O)c3ccccc23)c1 | 2 | -7 | -2 | 0 | 7 | 5 | 2 | 14 | -1 |
| 23 | O=C(c1ccco1)N1CCN(Cc2cn[nH]c2-c2ccc(F)cc2F)CC1 | -5 | 1 | 1 | -13 | 16 | -4 | -13 | 0 | 3 |
| 24 | O=C(NCc1ccccn1)C1CC(c2ccc(F)cc2)=NO1 (stereo not drawn) | -10 | 1 | -2 | -13 | -2 | -3 | -3 | -20 | -1 |
| 25 | c1ccc(C2[C@H]3CN(Cc4cccnc4)[C@H](c4ccccc4)C34CC2(c2cccnc2)C4)cc1 (stereo partly drawn) | 0 | 2 | 1 | -2 | 28 | 0 | -2 | 7 | nt |

Next section
#26 COCCNC(=O)CN(Cc1cccs1)C(=O)CCC(=O)Nc1nccs1
#27 CCOc1cccc(/C(O)=C2/C(=O)C(=O)N(Cc3cccnc3)C2c2ccco2)c1 (stereo not drawn)
#28 COc1ccc(C2=CC(c3ccc(OC)c(OC)c3)NC(=S)N2)cc1 (stereo not drawn)
#29 COc1ccc(Cc2nnc(N)s2)cc1
#30 O=C(CN1C(=O)CSc2ccccc21)Nc1ccc2c(c1)OCCO2
entry no.	26	27	28	29	30
FXIa inh 1536	-4	1	6	1	7
Runt-SMMHC FRET	2	-2	14	0	-2
Runt-CBFb FRET	-1	1	6	2	2
thrombin 1536	9	-2	-20	1	1
Hck Nef HTS	21	1	1	1	-20
hK5 inh	-8	6	3	-7	-11
14-3-3 Bad PPI	-10	55	3	13	5[fluorescence artefact?]
FXIIa inh 1536	9	4	1	11	12
Wee1 degr inh	-1	-1	1	0	0

#31 O=C(OCCOc1ccc(Br)cc1)c1cnccn1
#32 CCc1ccc(NC(=S)NC(=O)CC(C)C)cc1
#33 O=C(CCc1ccccc1)NCCSCc1c(F)cccc1Cl
#34 Cc1c(C(=O)N2CCOCC2)sc2ncn(CC(=O)N3CCC(C)CC3)c(=O)c12
#35 O=C(N/N=C/c1ccc2nccnc2c1)c1ccc(Br)cc1
entry no.	31	32	33	34	35
FXIa inh 1536	6	1	6	5	-4
Runt-SMMHC FRET	-1	1	-1	-3	-1
Runt-CBFb FRET	1	0	-1	-1	1
thrombin 1536	-1	-9	-1	-7	-5
Hck Nef HTS	0	1	5	-10	35
hK5 inh	-1	-8	-5	1	-1
14-3-3 Bad PPI	-7	-12	-5[fluorescence artefact?]	-11[fluorescence artefact?]	-4
FXIIa inh 1536	2	-2	8	2	1
Wee1 degr inh	0	-1	-2	-2	0

#36 COc1ccc(C(=O)NNC(=O)Cn2nnc(-c3ccc(OC)c(OC)c3)n2)cc1
#37 COc1ccc(CNC(=O)c2cnn3c(C(F)F)cc(C)nc23)cc1OC
#38 CCOC(=O)C1=C(C)OC(N)=C(C#N)C1c1cncc(-c2ccc(F)cc2)c1 (stereo not drawn)
#39 COc1cccc(/C=N/n2nnnc2N)c1OCc1ccccc1Cl
#40 CN(C)S(=O)(=O)c1cccc(NC(=S)NCCc2ccccn2)c1
entry no.	36	37	38	39	40
FXIa inh 1536	-3	-6	1	5	-4
Runt-SMMHC FRET	-2	0	-6	4	2
Runt-CBFb FRET	0	2	-3	-1	-1
thrombin 1536	-4	-8	-4	3	-1
Hck Nef HTS	17	1	24	-8	37
hK5 inh	0	-6	-6	-9	-2
14-3-3 Bad PPI	-12	0	-17	-5[fluorescence artefact?]	-7
FXIIa inh 1536	9	10	1	13	5
Wee1 degr inh	3	-2	2	3	-1

#41 Cc1ccc(NC(=O)c2cc(=O)c3ccccc3o2)cc1S(=O)(=O)N1CCCCC1
#42 CCOC(=O)c1nnn(-c2nonc2-n2cccc2)c1CN1CCOCC1
#43 O=C(/C=C/c1ccc(Cl)cc1Cl)NCc1ccncc1
#44 COC(=O)[C@@]1(Cc2ccc(OC)cc2)[C@H]2c3cc(C(=O)N(C)C)n(CCc4ccc(OC)c(Br)c4)c3C[C@H]2CN1C(=O)c1ccccc1
#45 O=C1CCN(N=Nc2cccc(Cl)c2)N1
entry no.	41	42	43	44	45
FXIa inh 1536	-1	2	-3	3	7
Runt-SMMHC FRET	-1	-3	-1	-1	-2
Runt-CBFb FRET	-3	0	-1	-8	4
thrombin 1536	-11	-1	3	1	-2
Hck Nef HTS	22	0	1	-11	1
hK5 inh	-9	-23	-1	-4	-13
14-3-3 Bad PPI	-7	9	-2	-21	1
FXIIa inh 1536	9	11	13	13	14
Wee1 degr inh	2	4	-2	0	-1

#46 CCOC(=O)C1=C(CN2CCCCC2)NC(=O)NC1c1cc(C)ccc1C (stereo not drawn)
#47 CCOC(=O)CSc1nc2sc(C)c(C)c2c(=O)n1C
#48 COc1cc(C2N(c3ccccc3)CCN2c2ccccc2)ccc1OC(C)=O
#49 O=C1NC(c2ccccc2)=CC(c2ccccc2)N1 (stereo not drawn)
entry no.	46	47	48	49
FXIa inh 1536	18	1	-5	0
Runt-SMMHC FRET	-6	2	-4	2
Runt-CBFb FRET	-1	-2	0	-2
thrombin 1536	40	-3	-6	3
Hck Nef HTS	-2	0	-8	0
hK5 inh	20	3	-10	1
14-3-3 Bad PPI	4	2	1[fluorescence artefact?]	4
FXIIa inh 1536	22	3	12	5
Wee1 degr inh	-3	8	-2	4

Compound activity (PubChem)
